# RGS4 inh: human RGS4 inhibition; P49798; Transcreener GDP fluorescence polarization, RGS4-accelerated GTP hydrolysis; Potency, µM (top dose mostly 114 µM), inactives show top-dose activity change, negative = inhibition, usual class: inhibitors; hit rate 0.039% among 390,000; AID 504845; also: potency is read from the fitted curve at half-maximal effect; % is scaled to controls: 0 for no effect and ±100 for the full control effect; nearly all actives have a fitted effect of over 75% in size; some results filed as inactive show a strong effect at the top dose
# Target sequence (P49798 whole entry, looked up): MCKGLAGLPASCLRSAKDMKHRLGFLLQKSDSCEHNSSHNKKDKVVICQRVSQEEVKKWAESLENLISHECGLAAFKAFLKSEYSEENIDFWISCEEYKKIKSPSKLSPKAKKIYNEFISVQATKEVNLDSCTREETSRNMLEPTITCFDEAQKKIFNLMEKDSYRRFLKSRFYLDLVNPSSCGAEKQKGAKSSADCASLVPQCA
#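 MLSMR compounds (23 nl, pin-transferred) preincubated 10 min at room temperature with a 500nM (2x) first reagent, then RGS4 at 900nM (2x) plus Transcreener GDP mix added; fluorescence polarization (620/688 nm) read before and after 90 min at 30 °C.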
# Pol eta inh: blocks human DNA polymerase eta activity; AID 588591; Q9Y253; hit rate 1.2% among 390,000; Potency, µM (titrated, usually from 114 µM), without a hit: at the top dose activity change, negative = inhibition, hits mostly inhibitors; recombinant Pol eta, fluorescent DNA replication assay; also: potency is read from the fitted curve at half-maximal effect; % is scaled to controls: 0 for no effect and ±100 for the full control effect
#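 Pol eta (10 nM) was preincubated with compounds for 15 min at room temperature, after which fluorescent replication substrate (50 nM final) was added to start the reaction. Fluorescence was read kinetically at 0 and 10 min.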
# POLK inh: inhibitors of human DNA polymerase kappa; hit rate 0.53% among 400,000; Potency, µM (doses to about 107 µM), for inactives: at the highest dose activity, negative = inhibition, actives largely listed as inhibitors; purified Pol kappa, fluorescent DNA synthesis assay, 10 min; Q9UBT6; also: potency is read from the fitted curve at half-maximal effect; % is scaled to controls: 0 for no effect and ±100 for the full control effect
#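 Activity was followed as the change in fluorescence between reads at 0 and 10 min after starting the reaction with 50 nM substrate. Beforehand, 10 nM polymerase had been preincubated with compound for 15 min at room temperature.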
# LDHA block: inhibitors of human lactate dehydrogenase A. hit rate 0.15% among 480,000. AID 1347041. purified LDHA, NADH/diaphorase-resazurin fluorescence; stronger effect = lower value. activity change, % (values are at about 110 or 230 µM). P00338; in the data active = activity change below about -30%; inconclusive = mostly about -25% to -30%;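 also: plate controls were DMSO wells for no effect and wells without enzyme for full effect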
#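 Human LDH5 at 2 nM final in Tris HCl pH 7.4 with 0.06 mM NADH and 0.2 mM pyruvate, reacted 5 minutes at room temperature. Remaining NADH coupled via diaphorase/resazurin; resorufin fluorescence read at 0 and 20 minutes, normalized to enzyme-free and DMSO wells.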
# APEX1 inh: blocks human APE1 abasic DNA cleavage. recombinant APE1, TAMRA/BHQ-2 abasic DNA cleavage fluorescence. Potency, µM (top dose mostly 65.8 µM), for the others: top-dose activity change, negative = inhibition, hits mostly inhibitors. hit rate 0.35% among 350,000;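 also: potency is read from the fitted curve at half-maximal effect; plate controls were vehicle for no effect and reference inhibitor for full effect; nearly all actives have a fitted effect of over 55% in size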
# Target sequence (P27695 whole entry, looked up): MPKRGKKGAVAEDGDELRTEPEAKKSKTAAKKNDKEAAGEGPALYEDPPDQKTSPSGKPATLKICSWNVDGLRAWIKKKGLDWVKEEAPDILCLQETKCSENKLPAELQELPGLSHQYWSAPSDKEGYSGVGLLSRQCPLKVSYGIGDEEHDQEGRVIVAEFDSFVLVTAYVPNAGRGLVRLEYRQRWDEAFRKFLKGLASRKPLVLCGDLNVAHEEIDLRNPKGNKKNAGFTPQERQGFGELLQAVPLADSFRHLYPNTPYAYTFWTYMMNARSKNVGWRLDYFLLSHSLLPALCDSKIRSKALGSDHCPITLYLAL
#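 Step 1: APE1 (0.75 nM) with compound, 15 min RT. Step 2: add 50 nM fluorophore/quencher THF duplex. Step 3: three fluorescence reads 60 s apart (525/598 nm); read 3 minus read 1 = reaction progress.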
# ERG Ets-DNA blk: blocks human ERG Ets domain binding to DNA; Potency, µM (top dose mostly 76.9 µM), inactives show at the highest dose FP activity, negative = inhibition, hits mostly inhibitors; hit rate 0.028% among 370,000; P11308; fluorescence polarization, His-ERG Ets domain / labelled DNA; active = well fitted inhibition curve with a large enough effect in the polarisation, with a control signal flat; inconclusive = small, poorly fitted or top-dose-only effect, or effect the other way, or a change in a side signal; inactive = no such curve, though single readings can be large or run the other way; the % refers to the polarisation;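 also: polarization taken with two DNA probes labelled with fluorescein and Texas red; potency is read from the fitted curve at half-maximal effect; % of control where 0% means no effect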
#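 His-tagged ERG Ets domain (1 uM in the protein solution; 300mM KCl, 50mM Tris-HCl, 1mM EDTA, 1mM DTT, pH 7.5) received compound, then a probe mix of 5 nM fluorescein-DNA and 100nM Texas-615-DNA. Fluorescence polarization was read for both dyes.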
# Anesthetic bind: binds horse apoferritin like a general anesthetic; apoferritin/1-aminoanthracene competitive binding, fluorescence; Potency, µM (series often up to 77.5 µM), for the others: at the top dose activity change, negative = displacement, usual class: inhibitors; hit rate 0.074% among 350,000; P02791; also: potency is read from the fitted curve at half-maximal effect; % is scaled to controls: 0 for no effect and ±100 for the full control effect; nearly all actives have a fitted effect of over 20% in size
# Target sequence (P02791 2-175 limits assumed): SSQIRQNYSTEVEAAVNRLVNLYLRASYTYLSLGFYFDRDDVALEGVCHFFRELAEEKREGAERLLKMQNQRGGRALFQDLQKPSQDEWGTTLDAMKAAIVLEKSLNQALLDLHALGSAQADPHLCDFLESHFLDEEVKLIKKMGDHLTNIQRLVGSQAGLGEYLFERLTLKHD
#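 Horse-spleen apoferritin (10 uM) in 50% saturated 1-aminoanthracene in PBS was incubated 10 min at room temperature with compound. Fluorescence (ex 380, em 535 nm) was normalized to free and bound 1-AMA, with concentration-response fitted by a four-parameter Hill equation.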
# POLB inh: inhibitors of human DNA polymerase beta; Pol beta primer extension/strand displacement, fluorescence kinetic; Potency, µM (series often up to 114 µM), for inactives: at the highest dose activity change, negative = inhibition, actives largely listed as inhibitors; hit rate 1.3% among 340,000; AID 485314; also: potency is read from the fitted curve at half-maximal effect; % is scaled to controls: 0 for no effect and ±100 for the full control effect
#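 10 nM enzyme + cpd, 15 min RT; start with substrate 50 nM final; read 0 min and after 10 min RT. Corrected, normalized data; 4-parameter Hill curve fit.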
# ALOX12 inh: inhibitors of human 12S-lipoxygenase ALOX12 | hit rate 1.1% among 580,000 | AID 1671190 | Potency, µM (doses to about 108 µM), without a hit: top-dose activity change, negative = inhibition, hits mostly inhibitors | purified 12hLO, xylenol orange hydroperoxide absorbance | P18054; also: potency is read from the fitted curve at half-maximal effect; % is scaled to controls: 0 for no effect and ±100 for the full control effect
#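 Purified human 12hLO at 150 nM in 25 mM Hepes, 0.01% Triton X-100, pH 7.0, preincubated 15 min at room temperature with compound. Reaction started with 40 uM arachidonic acid, 30 min at room temperature. Hydroperoxide measured by Fe-xylenol orange, 573/405 nm absorbance ratio.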
# Active calls of the source: *; i = inactive; ? = inconclusive; nt = not tested or not shown; & = joins results of further samples; [ ] = remark or other dose. Unless noted, calls follow the shape of the dose curve; as a rule, active = well fitted curve in the direction sought with a large enough effect; inconclusive = small, poorly fitted or top-dose-only effect, or another doubt; inactive = no such curve, though single readings can be large; an effect the other way counts as inactive or inconclusive. Some of the compounds tested (hit frequency here may not be typical).
# Values run as follows: ALOX12 inh	LDHA block	RGS4 inh	ERG Ets-DNA blk	APEX1 inh	POLB inh	POLK inh	Pol eta inh	Anesthetic bind
1	CCc1ccc(CNC(=O)C2CCCN(S(=O)(=O)N(CC)c3ccccc3)C2)cc1 (centres undefined)
  12.4%	-9.8	19.7%[11.4 µM]	-3.0%	5.3%	-1.8%	-3.1%	?	3.1%
2	Clc1ccc(CSc2nc(NCCc3ccccc3)c3ccccc3n2)cc1
  -14.4%	-3.9	14.3%	7.5%	nt	1.5%	-5.2%[60.1 µM]	-23.7%	4.4%
3	CN(C)c1ccc(NC(=O)Nc2csc3ccccc23)cc1
  1.7%	1.3	-18.8%	0.5%	20.1%	-1.1%	2.0%	-8.8%	?
4	COc1ccc(C(=O)C2CCCN(C(=O)c3ccccc3C(C)=O)C2)cc1F (centres undefined)
  -6.5%	-2.7	5.8%	-1.6%	0.4%	-0.8%	-2.7%	-6.1%	-10.0%
5	COc1ccccc1C(=O)O/N=C(\N)c1ccc(Cl)cc1
  -15.9%	-7.8	12.6%	5.3%	-1.6%	9.9%	-14.2%	-15.0%	4.7%
6	CCOc1cc(/C=N/NC(=O)COc2nc(C)cc(COC)c2C#N)ccc1O
  0.8%	-1.0	15.9%	8.8%	-7.8%	-2.0%	-2.3%	-9.2%	-9.9%
7	O=c1[nH]c2ccc(NCc3ccc(-c4ccc(F)cc4)o3)cc2[nH]1
  -21.6%	9.5	13.3%	-7.0%	nt	15.3%	4.0%	-13.1%	31.2%[activator]
8	C/C(=C1/SC(=S)N(CCC(=O)O)C1=O)c1ccc(O)cc1
  39.8µM*	-2.9	-42.1%	?	?	12.7%	?	-3.5%	-16.5%
9	O=C(Nc1ccccc1)Nc1ncc([N+](=O)[O-])s1
  ?	-3.4	-7.8%	?	-5.6%	-2.0%	-7.6%	-8.5%	-20.6%
10	c1cc2c3c(cccc3c1)C(N1CCCCCC1)=N2
  ?	1.7	14.2%[11.4 µM]	2.7%	-5.4%	-1.4%	0.7%	-13.6%	410.1%[activator]
11	C=CCn1c(SCC(=O)OCc2ccccc2)nc2c1c(=O)n(C)c(=O)n2C
  ?	2.7&2.1	-0.5%	3.0%	0.7%	5.7%	-11.1%	-8.2%	-1.8%
12	O=C(c1ccc(Cl)cc1)N1CCC(O)(CSc2ccccc2)CC1
  138.7%[activator]	-1.5	-9.3%	1.5%	-1.0%	-0.4%	-8.0%	-22.4%	-1.4%
13	CCOc1ccc(S(=O)(=O)N(C)c2ccc(OCC(=O)Nc3nccs3)cc2)cc1
  i	-3.1	-0.9%	-4.6%	-9.7%	-2.3%	-12.4%	-3.6%	-4.3%
14	CCN(CC)c1ccc(C(=O)NCc2ccc3c(c2)CCN3C(=O)c2ccc(F)cc2)cc1
  -19.5%	-1.3	-8.8%	3.1%	nt	2.9%	-12.4%[60.1 µM]	79.4µM*	2.4%
15	Cc1c(C(=O)NCc2cccs2)oc2ccc(Br)cc12
  -15.1%	-12.5	18.0%	-2.4%	-3.3%	-0.3%	-6.6%	-6.3%	-5.7%
16	O=C(Cc1ccc(-c2ccccc2)cc1)NCCS(=O)(=O)N1CCN(c2ccc(F)cc2)CC1
  1.5%	-21.4	1.8%	-8.3%	nt	?	-11.7%[60.1 µM]	-13.9%	42.0%[activator]
17	COC(=O)Cn1c(=O)c2c(nc3n2CCCN3CCc2ccccc2)n(C)c1=O
  0.0%	4.1	-13.7%[56.9 µM]	-11.5%	-12.5%	30.9%	-1.9%	-7.3%	-0.2%
18	Cc1ccc(Cl)cc1N1CCN(CC(=O)Nc2ccc3[nH]c(=O)[nH]c3c2)CC1
  16.5%	-11.3	14.3%	-7.4%	2.3%	-13.0%	-6.7%	3.8%	-8.2%
19	CN1CCN(c2ccc(S(=O)(=O)N3CCCCC3)cc2NC(=O)Cc2c(F)cccc2Cl)CC1
  ?	-7.2	-27.6%	-18.7%	15.8%	nt	-7.9%	-19.6%	nt
20	CCn1c(/C=C/c2cccc([N+](=O)[O-])c2)nc2ccccc2c1=O
  -0.4%	-5.5	-0.1%	3.8%	1.1%	3.8%	-9.9%	-7.9%	-7.7%
21	CCCCOC1(c2ccccc2)OC(=O)c2ccccc21 (centres undefined)
  4.6%	2.0	-1.7%	-6.1%	2.3%	0.4%	-4.6%	-16.4%	?
22	O=C(CSc1nnc(NC(=O)CN2CCOCC2)s1)Nc1ccccc1
  -18.2%	-3.0	7.2%	-3.9%	-1.7%	26.9%	-16.9%	-2.2%	-7.9%
23	S=c1[nH]nc(COc2ccccc2)n1/N=C/c1ccccc1Cl
  ?	0.1	?	-17.7%	33.7%	-25.9%	?	-12.8%	-20.5%
24	O=C(N/N=C/C=C/c1ccccc1)c1cc(C2CC2)[nH]n1
  283.8%[activator]	1.1	-24.9%	-0.3%	-1.7%	2.3%	-8.8%	-20.1%	5.5%
25	OC(C#CCN1CCCCC1)(c1ccccc1)c1ccccc1
  2.8%	-2.3	-22.3%	-14.4%	48.9%[activator]	32.5%	-4.7%	-15.9%	18.6%
26	Cc1cc(C)c(NC(=O)Cn2nnc(C(=O)NCc3ccco3)c2N)c(C)c1
  -27.7%	-13.5	-17.7%	8.5%	-1.3%	0.7%	-7.9%	-7.6%	1.1%
27	CC(C)N1C(=O)CC(Nc2cccc3cccc(N)c23)C1=O (centres undefined)
  -13.6%	22.0	-25.1%	-1.4%	1.7%	-13.8%	0.0%	-15.9%	-14.6%
28	CCOc1ccc(/C=N/n2cnnc2)cc1
  16.1%	-6.6	-7.4%	1.9%	-1.5%	-20.5%	-12.5%	-10.7%	-1.0%
29	CCOC(=O)COc1ccc(/C=C2\NC(=S)N(CC)C2=O)cc1
  -10.9%	-3.4	26.5%	2.3%	18.1%	20.3%	-18.4%	0.6%	-6.4%
30	CC(=O)/C(=C/N(C)C)Sc1ccc(C)cc1
  18.9%	-2.2	0.5%	6.5%	1.5%	-1.9%	-11.1%	-11.4%	4.6%
31	CC(=O)Nc1ccc(S(=O)(=O)Nc2nc3ccccc3nc2N2CCCCCC2)cc1
  ?	1.6	-27.0%	-7.5%	-3.0%	7.1%	-1.9%	-16.2%	?
32	O=C(NCCc1ccccc1)c1ccc(CS(=O)(=O)c2ccc(Br)cc2)o1
  -9.7%&0.0%	-0.7&-3.3	-7.4%&-8.9%	-1.0%&-2.6%	34.4%	2.3%&-24.1%	-16.2%&-12.5%	-3.7%&-21.4%	-9.5%&-5.7%
33	CSc1nc(C2CC2)cc(-c2cccs2)c1C#N
  -7.7%	-6.8	-6.5%	nt	-2.5%	6.7%	5.4%	-3.1%	-19.0%
34	CCOC(=O)c1cnn(-c2ncnc3sc(CC)cc23)c1N
  -2.7%	-1.5	2.6%	-5.4%	8.0%	5.7%	6.6%	3.5%	-6.7%
35	COc1cccc(N2CCN(CC(=O)Nc3ccccc3C(=O)NCCc3ccccc3)CC2)c1
  ?	-0.2	-7.0%	20.4%	-2.4%	nt	-0.4%	-18.0%	nt
36	CCN(Cc1ccc2c(c1)OCCO2)C(=O)CSc1nc(C)nc2sc(C)c(C)c12
  392.5%[activator]	-5.4	17.9%	6.7%	6.6%	nt	-3.6%	?	nt
37	COc1ccc2sc(N(CCCN(C)C)C(=O)c3ccc(S(=O)(=O)N(C)C4CCCCC4)cc3)nc2c1
  ?	-5.4	8.9%	15.0%	17.2%	nt	-13.0%	-18.6%	nt
38	CSCC[C@H](Nc1ncnc2sc(C)c(C)c12)C(=O)O
  0.0%	-0.2	-3.2%	14.3%	0.6%	4.0%	6.8%	-11.5%	-0.2%
39	CC1(C(=O)O)CCC(C(=O)Nc2ccc3ccccc3c2)C1(C)C (centres undefined)
  0.0%	-5.5	-23.6%	3.9%	12.8%	18.8%	6.0%	8.7%	-1.1%
40	CC1(C)Cc2ccccc2C(CSc2ccccc2C(=O)O)=N1
  -28.0%	-0.7	-24.6%	8.0%	10.2%	?	-2.7%	-9.9%	-12.9%
41	OC[C@@H]1O[C@@H](n2cnc3c(NC4CCCC4)ncnc32)[C@H](O)[C@H]1O
  0.0%	nt	i	nt	-5.1%	nt	-9.5%[19.4 µM]	nt	nt
42	CC(=O)c1ccc(NC(=O)COC(=O)/C=C/c2cccs2)cc1
  1.0%	-11.0	-13.1%	5.6%	-4.2%	nt	0.2%	-14.1%	nt
43	O=C(CSc1ccc(-c2cccc([N+](=O)[O-])c2)nn1)N1CCCC1
  77.9%[activator]	-8.4	8.2%	2.1%	0.0%	1.8%	-1.5%	-16.6%	-5.2%
44	COc1cc2c(cc1N)-c1ccc(N)cc1C2
  ?	6.4	?	-15.1%	nt	nt	-3.8%	-21.6%	nt
45	CN1C(=O)N(CC(=O)N2CCN(S(=O)(=O)c3ccc(Cl)s3)CC2)C(=O)C12CCCCC2
  ?	-13.3	-50.9%	3.8%[15.4 µM]	-11.5%	nt	-6.7%	-20.2%	nt
46	O=C(NC(=S)Nc1ccccc1N1CCCC1)c1cccc(F)c1
  ?	0.5	-50.1%	3.7%	?	6.1%	-13.3%	-9.6%	?
